# From PubChem BioAssay
# GLP-1R agonist = agonists of human GLP-1 receptor. P43220. HEK293 GLP-1R CRE-luciferase, luminescence, 4-6 h; cells express a hypersensitive GLP-1R form. Potency, µM (titrated, usually from 45.6 µM), without a hit: top-dose activation, actives largely listed as activators. 380,000 tested, 0.007% active. AID 624172; also: potency is read from the fitted curve at half-maximal effect; % of control where 0% means no effect
# pAkt inh = blocks phosphorylation of Akt. activity change, % for hits at 50 µM. 360,000 tested, 0.32% active. AID 651550. Neuro2A IGF-stimulated pAkt S473 HTRF, 20 min; hits give low values; in the data active = activity change below about -80%; inconclusive = mostly about -51% to -80%; also: % is scaled to controls: 0 for no effect and ±100 for the full control effect
#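 Neuro2A cells (4,500/well, DMEM with 0.5% FBS) were treated with compound at a single 50 µM final concentration, stimulated with 6 nM IGF for 20 min at 37 °C, and lysed. Phospho-Akt Ser473 was read by HTRF as 665/615 ratio ×10^4.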
# PTHR1 agonist = PTHR1 (human) receptor agonism; Q03431; HEK293 GP2 PTHR1 cells, GloSensor cAMP luminescence, 1 h; Potency, µM (doses to about 115 µM), without a hit: at the top dose activation, actives largely listed as activators; 410,000 tested, 0.075% active; AID 743266; also: potency is read from the fitted curve at half-maximal effect; nearly all actives have a fitted effect of over 55% in size; some results filed as inactive show a strong effect at the top dose; inactives centre near -15; many of its hits are not listed in these tables
# Target sequence (Q03431 whole entry, looked up): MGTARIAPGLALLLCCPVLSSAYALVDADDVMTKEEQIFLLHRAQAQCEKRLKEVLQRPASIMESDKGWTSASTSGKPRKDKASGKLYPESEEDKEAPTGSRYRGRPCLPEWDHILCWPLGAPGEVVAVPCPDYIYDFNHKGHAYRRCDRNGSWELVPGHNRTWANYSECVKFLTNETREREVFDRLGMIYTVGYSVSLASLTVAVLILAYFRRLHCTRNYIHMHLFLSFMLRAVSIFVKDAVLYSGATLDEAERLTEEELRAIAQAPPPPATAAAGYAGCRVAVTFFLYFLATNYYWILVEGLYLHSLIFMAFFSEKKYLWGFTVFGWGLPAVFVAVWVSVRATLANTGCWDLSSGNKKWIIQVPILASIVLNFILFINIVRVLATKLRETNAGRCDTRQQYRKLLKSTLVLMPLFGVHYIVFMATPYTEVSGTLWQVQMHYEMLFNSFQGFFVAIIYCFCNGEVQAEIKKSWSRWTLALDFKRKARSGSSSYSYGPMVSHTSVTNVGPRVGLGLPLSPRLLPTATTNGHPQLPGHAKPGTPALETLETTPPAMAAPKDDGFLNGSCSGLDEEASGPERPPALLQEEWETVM
#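 HEK-293-derived GP2 cells expressing PTHR1 and a GloSensor cAMP reporter, 3,000/well, plated overnight, given luciferin plus IBMX (each 0.5 mM as added) for 1 h at 37 °C, then compound for 1 h at 37 °C. Luminescence was read after 15 min at room temperature.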
# FUS suppressor = FUS proteinopathy suppression in yeast | S. cerevisiae FUS-expressing, growth rescue, OD600, 24 h | Potency, µM (top dose mostly 76.6 µM), for the others: at the top dose growth rescue (activation), usual class: activators | 390,000 tested, 0.24% active | AID 1347120;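 also: potency is read from the fitted curve at half-maximal effect; plate controls were DMSO vehicle for no effect and reference control for full effect; nearly all actives have a fitted effect of over 55% in size; some results filed as inactive show a strong effect at the top dose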
#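 Yeast expressing FUS under galactose induction, OD 0.005 in 2% galactose medium; compounds in a dilution series, 24 h at 30C. Growth rescue by absorbance at 600 nm; CP55940 positive control, DMSO negative.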
# DRD3 antagonist = antagonists of human D3 dopamine receptor | P35462 | D3R cells, DiscoveRx beta-arrestin luminescence, antagonist mode; hits give low values | max response, negative = inhibition, % | 360,000 tested, 2.5% active | AID 652054; in the data active = max response below about -50%; inconclusive = no clear call, values can overlap the other calls; also: % is scaled to controls: 0 for no effect and ±100 for the full control effect; mostly tested at two doses, the higher about 12 µM
# Target sequence (P35462 whole entry, looked up): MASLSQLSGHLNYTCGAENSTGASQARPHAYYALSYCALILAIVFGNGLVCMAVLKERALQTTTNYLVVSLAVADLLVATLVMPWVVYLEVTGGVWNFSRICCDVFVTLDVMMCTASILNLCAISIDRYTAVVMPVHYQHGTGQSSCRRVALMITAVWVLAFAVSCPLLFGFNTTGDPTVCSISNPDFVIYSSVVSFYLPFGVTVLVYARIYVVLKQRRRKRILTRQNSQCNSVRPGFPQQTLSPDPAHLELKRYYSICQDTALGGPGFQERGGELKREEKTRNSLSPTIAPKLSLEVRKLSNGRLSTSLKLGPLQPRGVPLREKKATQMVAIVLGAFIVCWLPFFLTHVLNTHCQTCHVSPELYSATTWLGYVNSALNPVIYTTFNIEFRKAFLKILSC
#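 Cells plated overnight at 1500 cells/well, then exposed to library compounds with dopamine controls for 90 minutes at 37 degrees C. DiscoveRx reagent added for 30–60 minutes at room temperature; luminescence read, quantitative HTS format.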
# Abeta rescue = A-beta toxicity reversal in yeast | Potency, µM (highest dose often 46.1 µM), for the others: top-dose growth rescue, actives largely listed as activators | yeast expressing A-beta42, growth rescue, OD600, 48 h; response scale: 0% DMSO, 100% iron-clioquinol control | 410,000 tested, 0.063% active; also: potency is read from the fitted curve at half-maximal effect; nearly all actives have a fitted effect of over 55% in size
#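 Yeast A-beta toxicity model in growth medium with pinned compounds, 48 h at 30 C; growth read as absorbance at 600 nm. Normalized to FeCl3/clioquinol equimolar mix (positive) and DMSO (negative).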
# aSyn yeast inh = inhibitors of alpha-synuclein toxicity in yeast; Yeast expressing alpha-synuclein, growth rescue, BacTiter-Glo, 24 h; Potency, µM (highest dose often 46.1 µM), for inactives: at the top dose growth rescue (activation), hits mostly activators; 370,000 tested, 0.14% active; also: potency is read from the fitted curve at half-maximal effect; % of control where 0% means no effect; nearly all actives have a fitted effect of over 65% in size
#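 Screening used galactose-induced yeast with toxic alpha-synuclein levels, exposed to compound for 24 hr at 30 deg C. Cell growth, read with BacTiter-Glo luminescence, gave the measured signal.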
# TDP-43 yeast inh = TDP-43 toxicity inhibition in yeast. Potency, µM (highest dose often 46.1 µM), without a hit: at the top dose growth rescue (activation), most hits filed as activators. 410,000 tested, 1.8% active. TDP-43 expressing yeast growth rescue, BacTiter-Glo, 24 h; also: potency is read from the fitted curve at half-maximal effect; % of control where 0% means no effect; nearly all actives have a fitted effect of over 50% in size
#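 Cell-based yeast growth screen: TDP-43 expression induced in galactose, inoculum OD600=0.02 after raffinose pregrowth to mid-log. Read-out BacTiter-Glo luminescence at 24 hr, 30 deg C; inhibition of toxicity seen as signal increase.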
# GLP-1R inv ag = inverse agonists of human GLP-1 receptor; P43220; HEK293 GLP-1R CRE-luciferase, luminescence, 24 h; GLP-1R form is constitutively active; Potency, µM (highest dose often 38.3 µM), for the others: at the highest dose activity change, negative = inhibition, hits mostly inhibitors; 410,000 tested, 1.6% active; AID 624417; also: potency is read from the fitted curve at half-maximal effect; % is scaled to controls: 0 for no effect and ±100 for the full control effect; nearly all actives have a fitted effect of over 55% in size
#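 Seeding at 200 cells/uL, 12 h culture, 24 hr compound treatment, then luciferase reagent and a luminescence read; cells are HEK293 stably expressing a constitutively active GLP-1R plus cAMP-responsive luciferase.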
# The depositor's hits bear a star; i = inactive; u = inconclusive; x = no result given; [ ] = remark or other dose. Unless noted, calls follow the shape of the dose curve; as a rule, active = well fitted curve in the direction sought with a large enough effect; inconclusive = small, poorly fitted or top-dose-only effect, or another doubt; inactive = no such curve, though single readings can be large; an effect the other way counts as inactive or inconclusive. Only part of the results is shown (hit frequency here may not be typical).
SMILES,GLP-1R agonist,pAkt inh,PTHR1 agonist,FUS suppressor,DRD3 antagonist,Abeta rescue,aSyn yeast inh,TDP-43 yeast inh,GLP-1R inv ag
CC(=O)Nc1ccc(NC(=O)CC(C)n2ccnc2)cc1 (stereo unspecified),7.8%,i,i,8.6%,10.1,0.0%,-5.1%,-13.0%,3.4%
O=Cc1cccc(Oc2ncccn2)c1,-0.5%,i,i,14.3%,0.8,1.2%,-3.8%,-5.9%,5.5%
CCOC(=O)C1=C[C@@H](CC)N(S(=O)(=O)c2ccc(C)cc2)[C@H]1c1cccc(Cl)c1,5.5%,i,-21.0%,9.6%,18.0,-8.4%,0.4%,15.2%,u
C/C(=N\NC(=O)Cc1ccccc1)c1cccnc1,11.3%,i,-32.6%[inhibitor],-6.0%,-13.0,12.2%,-0.2%,15.9%,28.8%
O=c1c(N2CCc3ccccc3C2)csc2ccc(F)cc12,x,x,i,0.0%,x,-3.7%,x,u,3.3%
COc1ccc(CNC(=O)CC2C[C@H](C(=O)N3CCOCC3)[C@@]3(CCC4CCCC4)c4[nH]c5ccccc5c4CCN3C2=O)cc1OC (stereo partly specified),-0.9%,i,-1.7%,u,-16.1,12.7%,-2.6%,u,u
CC(=O)Nc1ccc(NC(=O)CCCSc2nc3ccccc3[nH]2)cc1,12.7%,i,i,20.4%,-6.9,-6.5%,-1.4%,-19.7%,-0.2%
CCCC(=O)N1CCC1(C)C(=O)NCc1ccccc1SC (stereo unspecified),-1.2%,i,-12.4%,-26.5%,6.5,-11.6%,-4.2%,-0.1%,-21.0%
CCNC(=O)N(C(=O)NCC)n1c(C)nnc1C,-11.3%,i,-3.0%[57.5 µM],-1.2%,12.6,26.2%,0.9%,3.0%,12.8%
CCOc1ccc(NC(C)c2cc(Cl)ccc2O)cc1 (stereo unspecified),0.9%,i,-5.4%[57.5 µM],12.6%,-52.3*,-13.3%,-1.2%,-23.1%,u
COc1ccc(Cl)cc1-c1cc(C(=O)NCC2CCCCC2)[nH]n1,1.7%,i,-21.2%,-15.3%,-57.7*,14.1%,-1.1%,u,u
COCCOc1ccc(C(F)(F)F)cc1NC(=O)COC(=O)c1ccc(N2CCCC2=O)cc1,-0.3%,i,i,-6.6%,3.9,10.7%,-14.2%,15.3%,15.1%

# Next part; it opens with the four that closed the last part.
SMILES,GLP-1R agonist,pAkt inh,PTHR1 agonist,FUS suppressor,DRD3 antagonist,Abeta rescue,aSyn yeast inh,TDP-43 yeast inh,GLP-1R inv ag
CCNC(=O)N(C(=O)NCC)n1c(C)nnc1C,-11.3%,i,-3.0%[57.5 µM],-1.2%,12.6,26.2%,0.9%,3.0%,12.8%
CCOc1ccc(NC(C)c2cc(Cl)ccc2O)cc1 (stereo unspecified),0.9%,i,-5.4%[57.5 µM],12.6%,-52.3*,-13.3%,-1.2%,-23.1%,u
COc1ccc(Cl)cc1-c1cc(C(=O)NCC2CCCCC2)[nH]n1,1.7%,i,-21.2%,-15.3%,-57.7*,14.1%,-1.1%,u,u
COCCOc1ccc(C(F)(F)F)cc1NC(=O)COC(=O)c1ccc(N2CCCC2=O)cc1,-0.3%,i,i,-6.6%,3.9,10.7%,-14.2%,15.3%,15.1%
COc1cc(C(=O)N2CCc3ccccc32)ccc1OCc1c(C)noc1C,9.0%,i,-20.5%,5.9%,12.9,-3.1%,0.6%,-14.3%,-8.9%
CCN(C(=O)COC(=O)c1ccc2[nH]c3c(c2c1)CCCC3)C1CCS(=O)(=O)C1 (stereo unspecified),7.3%,i,-4.1%,19.6%,0.3,2.9%,1.0%,20.1%,u
CCOC(=O)c1ccc(NC(=O)c2nc[nH]c2C(=O)N[C@H](C)CO)cc1,-3.4%,i,i,2.5%,-4.7,0.3%,4.4%,24.5%,146.4%[activator]
CCOC(=O)c1ccccc1NC(=O)c1ccc2nc[nH]c2c1,28.0%,i,-15.3%,10.8%,5.7,-10.0%,-4.3%,5.4%,197.0%[activator]
Cc1ccc(C)c(NC(=S)NCCc2ccc(F)cc2)c1,-5.9%,i,-12.0%,-25.7%,-10.1,u,2.0%,u,u
O=C1[C@@H]2C(c3cccnc3)=NO[C@@H]2C(=O)N1c1ccc(Cl)cc1Cl,-0.8%,i,i,11.3%,3.1,-9.4%,14.5%,35.5µM*,3.3%
COc1cccc(C(=O)NC(=S)Nc2ccc3c4c(cccc24)CC3)c1,0.2%,i,i,-13.3%,-12.8,1.3%,-5.1%,0.8%,-21.9%
CCOC(=O)C1=C(Cn2cnc3ccccc32)NC(=O)NC1c1ccc(OC)cc1 (stereo unspecified),9.7%,i,i,27.3%,-0.5,3.4%,-3.9%,-12.5%,0.0%
COc1ccc(C2=Nn3c([n+](C)c4ccccc43)SC2)cc1,-0.7%,i,-23.4%,-15.2%,18.2,-13.7%,9.5%,-22.6%,-24.7%
O=C(O)c1cccc(NS(=O)(=O)c2ccc3c4c(cccc24)C(=O)N3)c1,0.0%,i,i,16.4%,u,-10.7%,-5.5%,-13.5%,17.3%
CC(C)Cc1cc(C(=O)Nc2ccc(F)cc2F)no1,5.3%,i,-38.4%[inhibitor],-22.3%,12.7,8.7%,0.3%,u,-5.9%
CCC(C)NC(=O)CSc1nc2ccccc2c(=O)n1CCCN1CCCCC1 (stereo unspecified),6.9%,i,-48.1%,-16.6%,0.8,0.7%,-0.6%,12.9%,15.9%
CCCCC(=O)Nc1cccc(OCc2cc(=O)n3ccccc3n2)c1,x,x,i,-14.5%,x,-15.0%,x,0.0%,4.1%
CCOC(=O)C1=C(C)N(C2CCCCC2)C(=O)C1,23.4%,-101.2%*,-53.3%[inhibitor][57.5 µM],2.2%,-4.3,0.0%,0.1%,6.9%,12.0%
Cc1nc(-c2ccccc2)sc1CCNC(=O)C(=O)Nc1ccc2c(c1)OCCO2,-5.5%,x,-38.3%[inhibitor],-9.0%,x,-15.1%,2.2%,9.3%,13.7%
COc1ccc(NC(=O)CC(=O)Nc2ccc(OC)cc2OC)c(OC)c1,-8.3%,i,-10.7%[57.5 µM],24.2%,17.8,30.3%,4.2%,u,-1.2%
Cc1c(C(=O)N2CCCC2)c(S(=O)(=O)Nc2cccc(Br)c2)c(C)n1C,0.0%,i,i,-9.7%,1.0,8.0%,-1.4%,-2.9%,-10.8%
COc1ccc(Br)cc1-c1noc(-c2ccccc2)n1,0.0%,i,i,u,0.0,-9.7%,-12.1%,-36.1%[inhibitor],0.1%
CC(C)(C)C(=O)NC1CC2CCCC(C1)N2C(=O)Nc1ccccc1Cl (stereo unspecified),-3.5%,i,i,-17.2%,10.9,-0.8%,-0.4%,32.1%,8.7%
CC(=O)c1ccc(N2CCN(C(=O)CCCn3c(=S)[nH]c4cc5c(cc4c3=O)OCO5)CC2)cc1,14.8%,i,i,27.9%,21.0,10.0%,-2.3%,-7.0%,0.0%
Cc1cccc(N(CC(=O)N2CCCC2)S(C)(=O)=O)c1,-4.7%,i,-11.7%,-2.7%,-12.8,-5.5%,-3.8%,-11.4%,14.1%
O=c1sc(N2CCN(c3ccccc3F)CC2)nc2ccsc12,11.6%,i,-38.7%[inhibitor],-17.6%,12.3,0.1%,-2.7%,20.8%,3.0%
Cc1cccc2sc(N(CCCN(C)C)C(=O)c3nc4ccccc4s3)nc12,-2.2%,i,i,x,21.5,7.6%,2.2%,-14.0%,-31.0%
COC(=O)C1OC1c1cc([N+](=O)[O-])ccc1OC (stereo unspecified),9.4%,i,-1.1%,x,-28.3,12.8%,-5.7%,18.6%,17.2%
C#CCN(Cc1ccco1)C(=O)c1cc(COc2ccc(F)cc2Cl)on1,27.0%,i,-14.9%,9.7%,3.1,7.6%,9.6%,u,u
Cc1csc(NC(=O)COc2ccc3c(c2)CCC3)n1,-1.6%,i,-21.7%,x,-29.8,13.5%,-17.4%,0.5%,10.0%
CC(C)NS(=O)(=O)c1ccc(OCC(=O)N(C)Cc2ccccc2)cc1,-0.7%,i,-1.1%,1.8%,-14.4,1.4%,6.6%,-16.6%,3.8%
OCCNCc1cc(Br)ccc1OCc1ccc(Cl)cc1Cl,-27.0%,i,-3.1%[57.5 µM],5.7%,22.7,-8.2%,-1.4%,-9.1%,6.31µM*
Cn1c(-c2cc3ccccc3oc2=O)nc2ccccc21,4.9%,i,-26.3%,-11.9%,-6.6,17.1%,-10.4%,1.1%,9.1%
COC(=O)Nc1ccc(S(=O)(=O)N2CCCCCC2)cc1,6.5%,i,3.7%[57.5 µM],12.8%,3.8,24.2%,3.2%,12.3%,7.1%
CCOC(=O)/C(=N\Nc1ccc(C(C)=O)cc1)c1csc(Nc2ccccc2)n1,-1.3%,i,i,11.2%,27.5,5.8%,-6.1%,2.4%,u
CCCSc1ncc(Cl)c(C(=O)Nc2ccc(S(=O)(=O)N3CCCCC3C)cc2)n1 (stereo unspecified),x,x,i,27.5%,x,-4.7%,x,5.3%,u
Cc1ccc(CNC(=O)CSc2nc(C)cc(C)c2C#N)cc1,14.1%,i,-4.4%[57.5 µM],9.5%,9.1,-9.6%,-4.3%,6.4%,4.9%
CCOC(=O)N1CCN(C(=O)CS(=O)(=O)c2cn(Cc3ccccc3C)c3ccccc23)CC1,-6.6%,i,-14.3%,-3.3%,10.8,6.9%,0.0%,4.5%,2.8%
NS(=O)(=O)c1ccc(NC(=O)CN2CCN(S(=O)(=O)c3cccs3)CC2)cc1,-3.1%,i,i,13.9%,10.4,4.6%,-1.5%,-2.3%,7.4%
CS(=O)(=O)Nc1ccc(-c2cn3cccnc3n2)cc1,3.9%,i,i,-20.2%,14.1,5.4%,2.0%,17.2%,11.3%
